Bioassay records deposited in PubChem BioAssay by several laboratories.
Rpn11 inh – Rpn11 (PSMD14) deubiquitinase inhibitors, primary screen, biochemical, fluorescence polarization, uHTS; 360,000 compounds, 0.59% hits; calls only at 20 µM; AID 588493, 2011; human 26S proteasome, Ub4-pepOG fluorescence polarization; 20S core pre-blocked with epoxomicin;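 active means inhibition at 20 µM, scaled to each plate's controls, above about 33%, limit read from the data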
Target sequence (O00487 whole entry, looked up): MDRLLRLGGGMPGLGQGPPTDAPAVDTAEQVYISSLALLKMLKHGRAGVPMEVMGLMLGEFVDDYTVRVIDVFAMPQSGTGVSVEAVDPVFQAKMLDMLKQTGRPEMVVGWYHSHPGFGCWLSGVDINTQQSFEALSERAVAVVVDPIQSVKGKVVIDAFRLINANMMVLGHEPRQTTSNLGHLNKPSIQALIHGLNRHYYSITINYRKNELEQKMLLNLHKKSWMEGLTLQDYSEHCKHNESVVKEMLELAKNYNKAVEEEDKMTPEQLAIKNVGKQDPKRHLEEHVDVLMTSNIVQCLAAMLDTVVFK
MLLE-PAM2 inh – inhibitors of PABP1 MLLE–PAM2 peptide binding, primary screen, biochemical, fluorescence polarization, FITC-PAM2, GST-MLLE; AID 588489, 2011; inhibition, % at 20 µM; 360,000 compounds, 0.36% hits; in the data active means inhibition above about 35%, passing the limit was not always enough;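 further: plate controls were DMSO wells with GST-MLLE for no effect and wells lacking GST-MLLE protein for full effect; some results filed as inactive read as strong as hits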
CSN inh – inhibitors of CSN-mediated cullin deneddylation, primary screen, biochemical, fluorescence polarization, uHTS | COP9 signalosome complex subunit 5 (Homo sapiens), Q92905 | Purified CSN, SCF-Nedd8-OG deneddylation | inhibition, % at 12.5 µM | 360,000 compounds, 0.38% hits | AID 651999, 2013;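 active means pattern-corrected inhibition above about 35%, with an unprinted fluorescence ratio check between 0.5 and 1.5, limit read from the data, passing the limit was not always enough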;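 further: 0% = enzyme with substrate and 100% = substrate without enzyme; some results filed as inactive read as strong as hits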
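Assay system: purified human Csn5 enzyme expressed in HEK293T cells; measure: % inhibition; also added: SCFSkp2-Nedd8OG substrate at 10 nM final; technique: fluorescence polarization; times: reaction 90 min, room temperature; medium: Tris buffer pH 7.5, NaCl, DTT, Tween-20, trehalose, ovalbumin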
Rin1 Abl inh – inhibitors of Rin1-Abl protein binding, primary screen, biochemical, TR-FRET; inhibition, % at 7.35 µM; 360,000 compounds, 0.4% hits; AID 588664, 2011; in the data active means inhibition above about 5%, passing the limit was not always enough
FAS-TE inh – FAS thioesterase domain inhibitors, primary screen, biochemical, fluorescence intensity, uHTS. Fatty acid synthase (Homo sapiens), P49327. recombinant FAS-TE, OMFH fluorogenic substrate, fluorescence endpoint. inhibition, % at 15 µM. 360,000 compounds, 0.67% hits;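 active means compounds whose normalised, plate-corrected inhibition of enzyme fluorescence in the single-dose primary screen is 50% or more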;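 further: 0% = DMSO with enzyme and 100% = substrate without enzyme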
E coli Lon inh – inhibitors of E. coli Lon protease, primary screen, biochemical, fluorescence polarization; P0A9M0; purified E. coli Lon protease; inhibition, % at 7.94 µM; 360,000 compounds, 0.42% hits; in the data active means inhibition above about 13%, passing the limit was not always enough;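 further: 0% = enzyme with probe and DMSO and 100% = no enzyme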
Target sequence (P0A9M0 whole entry, looked up): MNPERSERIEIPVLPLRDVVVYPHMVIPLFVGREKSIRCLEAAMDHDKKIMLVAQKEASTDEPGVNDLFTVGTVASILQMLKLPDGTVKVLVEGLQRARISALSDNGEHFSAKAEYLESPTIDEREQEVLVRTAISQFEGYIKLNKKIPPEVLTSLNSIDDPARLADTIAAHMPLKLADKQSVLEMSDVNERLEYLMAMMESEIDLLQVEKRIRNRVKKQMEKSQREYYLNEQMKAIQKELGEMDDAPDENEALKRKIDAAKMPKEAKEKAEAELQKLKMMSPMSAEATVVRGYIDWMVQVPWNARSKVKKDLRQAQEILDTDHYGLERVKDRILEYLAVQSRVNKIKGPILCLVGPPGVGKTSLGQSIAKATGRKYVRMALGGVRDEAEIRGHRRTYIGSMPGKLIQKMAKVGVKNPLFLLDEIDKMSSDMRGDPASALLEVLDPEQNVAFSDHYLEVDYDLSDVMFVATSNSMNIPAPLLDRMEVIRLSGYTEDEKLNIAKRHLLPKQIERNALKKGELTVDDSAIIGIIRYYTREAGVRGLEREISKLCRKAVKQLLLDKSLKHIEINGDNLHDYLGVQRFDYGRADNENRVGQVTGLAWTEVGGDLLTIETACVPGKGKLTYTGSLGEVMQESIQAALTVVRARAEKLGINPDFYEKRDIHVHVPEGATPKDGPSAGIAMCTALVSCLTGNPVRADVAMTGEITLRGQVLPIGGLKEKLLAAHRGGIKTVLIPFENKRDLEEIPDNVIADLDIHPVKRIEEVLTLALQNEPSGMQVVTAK
MT1-MMP act inh – blockers of MT1-MMP proenzyme processing, primary screen, HT1080 RFP-PRO-GFP cells, GFP/RFP fluorescence; GFP/RFP ratio fluorescence, overnight; percent of plate control window, DMSO zero; AID 651647, 2012; Matrix metalloproteinase-14 (Homo sapiens), P50281; 360,000 compounds, 0.061% hits; GFP/RFP ratio change, % at 20 µM;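 active means GFP/RFP ratio change of at least 30% with cell ATP level not reduced by more than half and red fluorescence within 50% of control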; further: strong numbers were not always called active
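Assay system: HT1080 RFP-PRO-GFP cells. Benchmarks: DMSO vehicle wells and RFP-L50D-GFP reporter cell wells. Times: overnight cell settling, then overnight compound exposure, 37 °C, 5% CO2. Compound: 20 µM single dose, 1% DMSO. Read-out basis: GFP/RFP fluorescence ratio.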
MsrA inh – bovine MsrA enzyme inhibitors, primary screen, biochemical, absorbance, HTS; Methionine sulfoxide reductase A (Bos taurus); purified bovine MsrA, absorbance read-out; inhibition, % at 15.5 µM; 360,000 compounds, 0.75% hits; in the data active means inhibition above about 4.5%;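 further: 0% = vehicle wells with enzyme and 100% = reference inhibitor wells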
MsrA act – bovine MsrA enzyme activators, primary screen, biochemical, absorbance, HTS | purified bovine MsrA, absorbance read-out | activation, % at 10.6 µM | 360,000 compounds, 0.3% hits | AID 602163, 2012; in the data active means activation above about 7.5%;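 further: 0% = vehicle and 100% = reference activator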
Numbers without * were called inactive; i = inactive; . = no result given. Compounds as they come; overall some 3.7% were active at least once.

SMILES	Rpn11 inh	MLLE-PAM2 inh	CSN inh	Rin1 Abl inh	FAS-TE inh	E coli Lon inh	MT1-MMP act inh	MsrA inh	MsrA act
CC12CCC(C(=O)O)(c3nc(C#N)c(C#N)nc31)C2(C)C (configuration not stated)	i	-6.3	6.3	-1.9	-10.1	-0.5	1.0	-0.1	-2.4
CC1CCN(C(=O)CC(NC(N)=O)c2ccccc2Cl)CC1 (configuration not stated)	i	-17.7	0.5	0.5	-8.0	3.3	2.8	-0.2	-6.7
COc1cc(C(F)(F)F)nc(-c2ccccn2)n1	i	7.1	-10.5	-1.4	-5.0	6.8	0.2	1.0	-4.0
Cn1c(=O)c2cc(S(=O)(=O)NCCC(=O)NCCC3=CCCCC3)ccc2n(C)c1=O	i	18.3	0.7	-1.0	16.5	4.0	0.9	.	0.3
CN(C)C(=O)c1sccc1Oc1ccc(F)cc1[N+](=O)[O-]	i	9.8	-4.7	8.6	-0.4	6.3	2.2	-0.2	-1.0
CCOC(=O)Cc1csc(NC(=S)NC(=O)c2ccc(F)cc2)n1	i	26.3	-2.7	-1.6	2.7	2.1	-0.3	-0.1	-2.9
O=C(Cc1c[nH]c2ccccc12)NNC(=O)c1ccccc1	i	-14.8	-1.8	-5.4	-9.0	-5.6	-2.3	0.3	-3.4
C=CCN1C(=O)c2ccc(C(=O)N(CC(C)C)c3c(N)n(CCCC)c(=O)[nH]c3=O)cc2C1=O	i	8.0	-2.9	-1.8	6.2	-8.8	-0.2	-0.7	0.0
COc1ccc(C(=O)O/N=C(\N)c2ccccn2)c(OC)c1	i	-4.5	4.6	-4.2	-6.5	-1.5	9.0	0.0	-2.4
COc1ccc(-c2c3c(=O)n(C)c(=O)n(C)c3cn2-c2ccccc2)cc1	i	8.4	-6.4	0.9	3.1	-5.9	-1.8	1.4	-2.3
CN(Cc1ccccc1)C(=O)c1ccc(COc2ccccc2)cc1	i	-2.8	-2.1	1.7	25.3	2.5	-0.3	-0.8	-0.7
CCNS(=O)(=O)c1ccc(OCCNS(C)(=O)=O)cc1	i	-7.0	-2.0	1.7	-7.9	4.1	6.5	-0.5	-9.2
O=C(NC(=O)c1c(F)cccc1F)Nc1ccccc1SC(F)F	i	-7.3	9.3	-0.9	10.4	-1.7	2.1	-0.5	-0.1
O=C(CSc1nnc(-c2ccccc2)n1Cc1ccccc1)NC1CC1	i	28.9	-2.7	1.4	-8.0	1.4	-2.0	0.0	-5.2
CCCN(Cc1nc2cc(Cl)ccc2c(=O)[nH]1)C(=O)c1ccc(S(=O)(=O)N2CCCC2)cc1	i	3.7	-3.5	2.9	12.3	17.0	-2.3	0.7	1.1
Cc1ccc(/C=N/Nc2nc(C(C)(C)C)cs2)o1	i	-12.3	-3.4	1.7	8.3	3.2	-14.7	0.0	-3.4
Cc1onc(-c2ccccc2)c1C(=O)OCC(=O)c1ccc[nH]1	i	-14.8	-3.5	-2.7	-1.3	-2.5	-4.3	2.8	-1.8
CC(C)(C)c1ccc(-c2noc(CCC(=O)N3CCOCC3)n2)cc1	i	23.7	-4.8	-3.9	-0.9	-4.0	-1.2	0.6	-2.7
c1ccc(OCc2ccc(CCCN3CCOCC3)cc2)cc1	i	12.1	-1.3	-1.3	-5.1	2.0	0.8	-0.5	-2.6
COCCNC(=O)Cn1cnc2sc(C)c(S(=O)(=O)N3CCC(C)CC3)c2c1=O	i	-6.1	2.5	2.3	-5.5	8.8	0.4	0.5	-1.1
S=C(Nc1ccccc1Cl)N(Cc1ccccc1)Cc1ccccn1	i	-1.0	-3.8	-1.8	18.6	-8.5	-1.3	0.4	0.4
CC[C@]12c3[nH]c4ccc(Cl)cc4c3CCN1C(=O)[C@@H](CC(=O)NCCCN(C)C)C[C@@H]2C(=O)N1CCN(C(=O)C2CC2)CC1	i	7.9	-7.9	0.5	-9.6	-2.4	-1.1	-0.3	-1.1
COc1ccc(-c2cc(CNC(C)=O)on2)cc1	i	0.4	2.0	-0.6	-8.3	-0.7	-0.4	-0.7	-5.9
Nc1ncnc2c1ncn2[C@@H]1O[C@H](CNC(=O)[C@@H](N)Cc2ccc(C(F)(F)F)cc2)[C@@H](O)[C@H]1O	i	-2.6	2.6	1.0	-4.9	-5.3	0.6	1.2	-4.2
O=C(CNc1ccccc1)N/N=C/c1ccc2c(c1)OCO2	i	-0.9	-0.1	-6.7	0.2	2.0	2.6	1.8	-2.6
Cc1ccc(S(=O)(=O)NCCNC(=O)C2CCCNC2=O)cc1 (configuration not stated)	i	1.6	-0.2	-1.6	-2.7	0.7	-0.1	-0.6	-3.2
N#C/C(=C(/O)COC(=O)c1ccc(Cl)c(S(=O)(=O)N2CCOCC2)c1)c1nc2ccccc2[nH]1	i	-11.1	-3.4	1.8	-11.7	6.3	-1.4	-0.5	-3.3
Nc1nc(SCc2ccccc2Cl)ns1	i	33.8	-0.4	1.9	1.9	-3.4	0.6	-0.7	1.0
O=C(COC(=O)CN1C(=O)C2CCCCC2C1=O)Nc1cc(F)ccc1F (configuration not stated)	i	-2.2	0.0	-1.9	-6.0	0.5	0.9	-0.7	-7.1
Cc1csc(Sc2ccc(S(=O)(=O)N3CCCC3)cn2)n1	i	0.4	-12.8	0.1	3.8	2.2	-3.6	2.7	0.1
O=C1C=C(N2CCN(c3ccccn3)CC2)C(=O)c2c(O)ccc(O)c21	i	6.3	7.2	2.8	5.0	13.2	23.7	-0.5	-1.3
Nc1ncnc2nc(SCc3ccc(Cl)cc3Cl)[nH]c12	i	-14.7	1.2	-1.9	-4.1	7.0	-4.7	0.3	-4.8
CCOC(=O)N1C2C=CC(C2)N1C(=O)OCC	i	7.3	2.4	1.9	-6.9	0.8	-1.0	-0.5	-5.1
COc1ccc(S(=O)(=O)NCC(=O)N(CC(=O)NCc2ccccc2)Cc2ccco2)cc1	i	-1.2	-0.7	-0.1	-0.7	0.8	-7.0	-0.6	0.0
COC(=O)C1C(=O)CC(C)(O)C(C(=O)OC)C1/C=C/c1ccccc1 (configuration not stated)	i	-0.4	-3.3	0.3	-7.3	-1.2	1.7	-1.1	-0.2
CC(NC(=S)Nc1ccc(OC(F)F)cc1OC(F)F)C(C)(C)C (configuration not stated)	i	14.4	-5.3	0.5	10.4	3.4	-0.2	-0.1	-3.1

Some of these compounds in order of the E coli Lon inh value, high to low:
Structure,E coli Lon inh
CCOC(=O)N1C2C=CC(C2)N1C(=O)OCC,0.8
Cc1ccc(S(=O)(=O)NCCNC(=O)C2CCCNC2=O)cc1 (configuration not stated),0.7
COC(=O)C1C(=O)CC(C)(O)C(C(=O)OC)C1/C=C/c1ccccc1 (configuration not stated),-1.2

More compounds
SMILES	Rpn11 inh	MLLE-PAM2 inh	CSN inh	Rin1 Abl inh	FAS-TE inh	E coli Lon inh	MT1-MMP act inh	MsrA inh	MsrA act
CCCOc1ccc(/C=C/C(=O)Nc2ccc([N+](=O)[O-])cc2)cc1	i	-9.5	-4.5	-0.6	29.8	18.7*	-2.0	0.7	0.4
Cc1ccc(CN(C)C(=O)COC(=O)CSc2ccc(C(N)=O)cc2[N+](=O)[O-])cc1	i	-11.4	2.3	-2.6	5.7	-11.7	-2.5	0.0	0.6
Cn1nc(OCC(N)=O)ccc1=O	i	-0.3	0.6	-5.5	-7.9	-3.0	1.6	-0.4	-4.2
O=C(Nc1cccc(Cl)c1N1CCOCC1)c1cccnc1Cl	i	-1.9	22.8	0.8	0.9	2.5	1.1	-0.7	-2.8
FC(F)C(F)(F)Oc1cccc(Nc2nccn3c(-c4cccc5ccccc45)cnc23)c1	i	-21.1	5.7	1.0	20.9	-6.2	-9.1	1.0	-2.3
C/C(CCc1ccc2c(c1)OCO2)=N\NC(=O)c1ccccc1Cl	i	-0.2	-4.8	2.4	-9.6	10.4	-0.1	-0.2	-1.9
Cc1sc2nc(COC(=O)c3ccc(N4CCCC4)c([N+](=O)[O-])c3)[nH]c(=O)c2c1C	.	-84.5	8.7	2.9	11.4	-29.6	-33.2	-0.6	-2.0
C[C@@H](NC(=O)[C@@H]1Cc2ccccc2CN1)C(=O)Nc1ccc2c(c1)OCCO2	i	-5.5	4.0	3.7	-8.3	-4.5	-0.6	1.5	-7.4
CCCNC(=O)CN1C(=O)COc2ccc(S(=O)(=O)N3CC(C)CC(C)C3)cc21 (configuration not stated)	i	-5.4	-0.5	1.4	-2.2	0.8	1.5	-0.5	-1.1
Cn1c2ccc(F)cc2c2ncn(CCCN(CCO)CCO)c(=O)c21	i	2.3	3.3	-7.5	-7.3	6.0	0.7	0.1	-4.1
CCOC(=O)Cc1c(Sc2ccccc2)c2ccccc2n1C	i	2.3	-1.6	-2.7	29.6	-4.2	-4.1	-0.1	-5.7
COc1ccc(C2(C)NC(=O)N(CC(=O)Nc3ccc4c(c3)CCC4)C2=O)cc1OC (configuration not stated)	i	-9.1	-3.5	2.4	-2.0	-2.2	2.7	0.7	-3.9
CCOC(=O)N1CCC(N2C(=O)c3ccccc3C2Nc2ccc(S(=O)(=O)N3CCOCC3)cc2)CC1 (configuration not stated)	i	-7.0	3.0	14.5*	3.2	0.6	-2.3	0.8	0.1
Cc1cnn(Cc2ccccc2)c1N	i	-3.6	1.2	0.2	-7.0	-8.0	3.3	1.3	-13.2
C[C@H](NC(=O)N1CCn2c1nc1ccccc12)C(=O)NCc1ccco1	i	-8.4	-3.1	-2.2	-3.9	3.6	2.0	-1.5	-3.1
CCCn1c(C(O)c2cc(OC)c(OC)c(OC)c2)nc2ccccc21 (configuration not stated)	i	-4.3	-1.2	1.4	-2.5	1.9	1.0	0.1	-3.9
CCOC(=O)C1=C(N)Oc2cc(C)[nH]c(=O)c2C1c1ccncc1 (configuration not stated)	i	14.7	5.0	-0.7	-8.1	8.0	-3.0	-1.2	-0.7
O=c1[nH]c(=O)n(C2CC(O)C(CO)O2)cc1I (configuration not stated)	i	-46.6	-0.4	1.0	-5.2	-6.1	4.3	0.1	0.5
O=C1CC(N2CCN(c3ccccc3)CC2)C(=O)N1c1ccc2c(c1)OCCO2 (configuration not stated)	i	9.8	1.0	0.0	-1.6	0.3	-1.6	-0.1	-1.5
CC1(c2ccc(Cl)cc2)NC(=O)N(CC(=O)NCCC2=CCCCC2)C1=O (configuration not stated)	i	-23.9	-0.8	-0.2	-0.4	0.6	-9.1	-0.7	-1.0

Profiles from above.
`O=C1CC(N2CCN(c3ccccc3)CC2)C(=O)N1c1ccc2c(c1)OCCO2` (configuration not stated) is listed with Rpn11 inh = i; MLLE-PAM2 inh = 9.8; CSN inh = 1.0; Rin1 Abl inh = 0.0; FAS-TE inh = -1.6; E coli Lon inh = 0.3; MT1-MMP act inh = -1.6; MsrA inh = -0.1; MsrA act = -1.5
`CCOC(=O)N1CCC(N2C(=O)c3ccccc3C2Nc2ccc(S(=O)(=O)N3CCOCC3)cc2)CC1` (configuration not stated) is listed with Rpn11 inh = i; MLLE-PAM2 inh = -7.0; CSN inh = 3.0; Rin1 Abl inh = 14.5*; FAS-TE inh = 3.2; E coli Lon inh = 0.6; MT1-MMP act inh = -2.3; MsrA inh = 0.8; MsrA act = 0.1
